Bioassay records (PubChem)
SIRT5 block: sirtuin-5 (human) deacylase inhibition. Q9NXA8. Purified SirT5, succinyl-peptide AMC, trypsin-coupled fluorescence. inhibition, % at 15 µM. 1.1% of 330,000 active. AID 652115; in the data active means inhibition above about 15%
Target sequence (Q9NXA8 whole entry, looked up): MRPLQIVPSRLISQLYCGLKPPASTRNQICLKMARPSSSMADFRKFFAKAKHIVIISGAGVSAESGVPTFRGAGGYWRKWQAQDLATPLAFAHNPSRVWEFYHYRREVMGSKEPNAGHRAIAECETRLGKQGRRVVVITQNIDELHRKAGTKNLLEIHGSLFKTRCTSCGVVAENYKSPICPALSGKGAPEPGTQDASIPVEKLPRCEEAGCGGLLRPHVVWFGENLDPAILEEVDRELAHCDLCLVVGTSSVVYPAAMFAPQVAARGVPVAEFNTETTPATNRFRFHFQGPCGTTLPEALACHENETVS
S100A4 MyoIIA: blocks human S100A4 binding to myosin IIA peptide | inhibition, % at 10.7 µM | S100A4/TAMRA-MyoIIA peptide fluorescence polarization | 0.14% of 360,000 active | AID 652163 | P26447;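 active means mean inhibition of at least 70% across replicates, with every replicate also reaching that level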
Target sequence (P26447 whole entry, looked up): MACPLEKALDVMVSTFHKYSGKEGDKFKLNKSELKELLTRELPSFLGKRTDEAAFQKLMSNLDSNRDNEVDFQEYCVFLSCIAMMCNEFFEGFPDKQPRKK
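Test system: S100A4 monomer protein. Medium: HEPES buffer with Ca2+, pH 7.2. Reagent: fluorescent myosin IIA peptide, 5 nM. Compound dosing: single-point compound testing. Timing: 5 min between mix addition and reading. Benchmarks: DMSO neutral and TFP positive wells.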
FN deposit inh: fibronectin deposition inhibition; AID 743247; inhibition, % at 12.6 µM; AH1F fibroblasts, Alexa488-fibronectin deposition fluorescence, overnight; 0.086% of 350,000 active;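 active means mean inhibition across replicates of 30% or more, regardless of how many single replicates reach that level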;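 further: positive control wells lacked labelled fibronectin entirely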
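Assay system: AH1F fibroblasts assembling fluorescent fibronectin matrix; Amount: 10000 AH1F cells per well; Buffer or medium: DMEM, 2% serum; Probe or stimulus: Alexa488-fibronectin, 24 nM final in well; Doses: single compound dose, delivered by pin transfer; Incubation: 1 h adhesion, overnight exposure; Measured by: fluorescence 485/525 nm; Read-out: fibronectin deposition inhibition.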
CASP6 VEID inh: blocks human caspase-6 cleavage activity | P55212 | purified caspase-6, Z-VEID-R110 cleavage fluorescence | inhibition, % at 12.5 µM | 0.53% of 350,000 active | AID 686996;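 active means mean inhibition across replicates at least about 35%, with every replicate also reaching that limit, limit read from the data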;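 further: 0% = median of neutral control wells and 100% = no fluorescence left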
Target sequence (P55212 24-179 limits assumed): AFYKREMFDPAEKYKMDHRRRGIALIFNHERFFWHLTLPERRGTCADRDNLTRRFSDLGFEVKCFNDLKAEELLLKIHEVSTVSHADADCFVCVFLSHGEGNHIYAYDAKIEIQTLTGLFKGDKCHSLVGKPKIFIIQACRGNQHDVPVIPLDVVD
Target sequence (P55212 194-293 limits assumed): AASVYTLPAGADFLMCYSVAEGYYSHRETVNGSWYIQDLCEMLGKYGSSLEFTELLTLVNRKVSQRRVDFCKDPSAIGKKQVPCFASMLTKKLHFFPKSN
LGR2 antag: Drosophila LGR2 receptor signaling inhibition; HEK293 LGR2, CRE-luciferase, bursicon-stimulated, 4 h; inhibition, % at 9.99 µM; 0.35% of 380,000 active; AID 720647;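 active means drop in luminescence signal, shown as inhibition above about 50% in the replicate tests, limit read from the data, passing the limit was not always enough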;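 further: agonist challenge used bursicon conditioned medium at about half maximal strength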
esBAF inh: inhibitors of esBAF chromatin remodeling in mouse ES cells; Bmi1-luciferase knock-in reporter, 24 h; 100% = twice the neutral-well signal; reporter increase, % at 12.5 µM; 2% of 350,000 active; in the data active means activation above about 40%;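 further: 0% = median of the plate's neutral control wells and 100% = double that signal; a rise in the Bmi1 reporter signal indicates esBAF inhibition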
C2C12 statin: suppression of simvastatin myotoxicity; 0.78% of 330,000 active; rescue of ATP level, % at 7.49 µM; C2C12 myotubes + simvastatin, ATP luminescence, 48 h; scaled: DMSO 0, geranylgeraniol control 100;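 active means mean ATP rescue above about 67%, or every replicate alone reaching that limit, limit read from the data, passing the limit was not always enough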;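 further: myotubes were challenged with 10 µM simvastatin during compound exposure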
An asterisk follows results filed as active.

Screening Cc1cc(C(=O)Nc2cccc3c2O[C@H](CN(C)Cc2ccccc2)[C@@H](C)CN([C@H](C)CO)C3=O)n(C)n1 returned SIRT5 block -1, S100A4 MyoIIA 10, CASP6 VEID inh 1, LGR2 antag -3, esBAF inh 4 and C2C12 statin -6.
`O=C(C[C@@H]1C=C[C@@H](NC(=O)Nc2ccc3c(c2)OCO3)[C@@H](CO)O1)NCc1ccccc1` gave SIRT5 block 0, S100A4 MyoIIA 16, FN deposit inh 4, CASP6 VEID inh -2, LGR2 antag 13, esBAF inh -4 and C2C12 statin 23.
For O=C(Nc1ccccc1)N1CCOCC1 the results were FN deposit inh -2, esBAF inh 9 and C2C12 statin 1.
O=C(CSc1nnc(C2CC2)n1Cc1ccccc1)N1CCNC1=O was read as SIRT5 block 0, S100A4 MyoIIA 1, FN deposit inh 1, CASP6 VEID inh -1 and LGR2 antag -9.
For C[C@H](CO)N1C[C@H](C)[C@@H](CN(C)S(=O)(=O)c2ccc(F)cc2)Oc2ccc(NC(=O)Cc3ccccc3)cc2CC1=O the results were SIRT5 block 1, S100A4 MyoIIA -19, FN deposit inh -5, CASP6 VEID inh 2, LGR2 antag 4, esBAF inh 3 and C2C12 statin -14.
`CC(C)NC(=O)N(C)C[C@H]1OCc2ccccc2-c2c(n(C)c3ccccc23)C(=O)N([C@H](C)CO)C[C@H]1C` gave SIRT5 block 0, S100A4 MyoIIA 5, FN deposit inh 7, CASP6 VEID inh 2, LGR2 antag 4, esBAF inh 4 and C2C12 statin 6.
For O=C(C[C@H]1C=C[C@H](NC(=O)c2ccncc2)[C@@H](CO)O1)NCc1ccncn1 the results were SIRT5 block -2, S100A4 MyoIIA 2, CASP6 VEID inh 2 and LGR2 antag 7.
`Nc1nnc(Cc2ccc(Cl)cc2Cl)s1` gave FN deposit inh 2, esBAF inh 4 and C2C12 statin 4.
C[C@@H]1CN([C@H](C)CO)C(=O)c2cccc(NC(=O)C3CCCCC3)c2O[C@@H]1CN(C)Cc1ccc(Cl)c(Cl)c1 was read as SIRT5 block 4, S100A4 MyoIIA -1, FN deposit inh -4, CASP6 VEID inh 0, LGR2 antag 2, esBAF inh 3 and C2C12 statin -46.
Screening CSc1cccc(NC(=O)C2CC(=O)N(Cc3ccccc3)C2)c1 (stereo not given) returned SIRT5 block 0, S100A4 MyoIIA 0, FN deposit inh 1, CASP6 VEID inh -2, LGR2 antag 3, esBAF inh 1 and C2C12 statin 1.
`COc1ccc(CCNC(=O)C(=O)NCC2OCCN2S(=O)(=O)c2ccc3c(c2)OCCO3)cc1` (stereo not given) gave SIRT5 block -1, S100A4 MyoIIA -7, FN deposit inh 4, CASP6 VEID inh -2, LGR2 antag 11, esBAF inh 4 and C2C12 statin -7.
`c1ccc(CNc2c3ccccc3nc3ccccc23)cc1` gave SIRT5 block -6, S100A4 MyoIIA -4, FN deposit inh 0, CASP6 VEID inh -3, LGR2 antag -10, esBAF inh 7 and C2C12 statin 28.
Screening O=C(CSc1nnnn1C1CCCCC1)N1c2ccccc2Sc2ccccc21 returned FN deposit inh 5, esBAF inh -1 and C2C12 statin 4.
For CC1CC(C)CN(S(=O)(=O)c2ccc(C(=O)NCc3ccc4c(c3)OCO4)cc2)C1 (stereo not given) the results were FN deposit inh -2, esBAF inh 6 and C2C12 statin 0.
For C[C@H](O)C#Cc1ccc2c(c1)O[C@@H](CN(C)CC1CCOCC1)[C@@H](C)CN([C@H](C)CO)S2(=O)=O the results were FN deposit inh -10, LGR2 antag -6, esBAF inh -1 and C2C12 statin -14.
For CSCCC(NS(=O)(=O)c1ccc(C)cc1)C(=O)NC1CCCCC1 (stereo not given) the results were SIRT5 block -1, S100A4 MyoIIA 1, FN deposit inh -1, CASP6 VEID inh -3, LGR2 antag -1, esBAF inh 0 and C2C12 statin -5.
For COCC(=O)Nc1ccc2c(c1)C(=O)N(C)[C@@H]1CC[C@@H](CC(=O)Nc3cn(C)nc3C)O[C@H]1CO2 the results were FN deposit inh -13, LGR2 antag -13, esBAF inh 0 and C2C12 statin 17.
Screening Cc1c(Cl)cccc1N(CC(=O)O)S(C)(=O)=O returned FN deposit inh 10, esBAF inh 0 and C2C12 statin -4.
For COc1ccc(Br)cc1CN(C)C(=O)c1ccc2c(c1)NC(=O)C(C)S2 (stereo not given) the results were SIRT5 block 0, S100A4 MyoIIA -4, FN deposit inh -1, CASP6 VEID inh 3 and LGR2 antag 4.
For O=C(N/N=C\c1ccc(F)cc1)c1ccc(F)cc1 the results were SIRT5 block -5, S100A4 MyoIIA -4, FN deposit inh 1, CASP6 VEID inh 2, LGR2 antag -69, esBAF inh 25 and C2C12 statin 2.
CC(=O)Nc1cccc(-c2ccnc3c2CC(C(=O)NCCN(C)C)O3)c1 (stereo not given) was read as SIRT5 block -1, S100A4 MyoIIA 1, FN deposit inh -10, CASP6 VEID inh 0, LGR2 antag 2, esBAF inh -3 and C2C12 statin 22.
Cc1ccc(NS(=O)(=O)N2CCCCC2)cc1 was read as S100A4 MyoIIA -1, FN deposit inh -8, CASP6 VEID inh 2, LGR2 antag -6, esBAF inh 2 and C2C12 statin -10.
Screening COc1ccc(-c2cc(NC(=O)Cc3c(C)[nH]c4ccccc34)ccc2Nc2cccnc2)cc1OC returned S100A4 MyoIIA -2, FN deposit inh 18, CASP6 VEID inh 3 and LGR2 antag 11.
`CCc1cccc(CC)c1NC(=S)/C(=C(\[O-])c1ccc(Cl)s1)[n+]1ccccc1` gave SIRT5 block -2, S100A4 MyoIIA -3, FN deposit inh 4, CASP6 VEID inh -4 and LGR2 antag -21.
For COc1ccc(-c2c[n+](CC(=O)N3c4ccccc4Sc4ccccc43)c3n2CCC3)cc1 the results were SIRT5 block -4, S100A4 MyoIIA 0, FN deposit inh 7, CASP6 VEID inh 5 and LGR2 antag 2.
For O=C(OCCN1C(=O)c2ccccc2C1=O)c1ccc(S(=O)(=O)N2CCCCCC2)cc1 the results were FN deposit inh -2, esBAF inh 6 and C2C12 statin -6.
For CCCC(NS(=O)(=O)c1ccc(-c2ccc(=O)[nH]n2)s1)c1cccs1 (stereo not given) the results were SIRT5 block 0, S100A4 MyoIIA 12, FN deposit inh 7, CASP6 VEID inh 4, LGR2 antag -12, esBAF inh -2 and C2C12 statin 26.
`CC(C)NC(=O)NCC[C@H]1CC[C@H](NC(=O)Nc2ccccc2)[C@@H](CO)O1` gave SIRT5 block 2, S100A4 MyoIIA 11, FN deposit inh 1, CASP6 VEID inh -237, LGR2 antag 1, esBAF inh -6 and C2C12 statin 0.
O=C(NC1CCCC1)C1CCC(=O)N1C1CCCCC1 (stereo not given) was read as SIRT5 block -1, S100A4 MyoIIA 6, CASP6 VEID inh -1 and LGR2 antag 0.
Screening Cc1cc(C(=O)Nc2cccc3ccccc23)c(C)o1 returned SIRT5 block -2, S100A4 MyoIIA 5, FN deposit inh -4, CASP6 VEID inh 3, LGR2 antag 4, esBAF inh 19 and C2C12 statin 5.

Sorted by number of heavy atoms (smallest number first): part of the list above
Cc1ccc(NS(=O)(=O)N2CCCCC2)cc1 was read as S100A4 MyoIIA -1, FN deposit inh -8, CASP6 VEID inh 2, LGR2 antag -6, esBAF inh 2 and C2C12 statin -10.
Screening Cc1cc(C(=O)Nc2cccc3ccccc23)c(C)o1 returned SIRT5 block -2, S100A4 MyoIIA 5, FN deposit inh -4, CASP6 VEID inh 3, LGR2 antag 4, esBAF inh 19 and C2C12 statin 5.
For CCCC(NS(=O)(=O)c1ccc(-c2ccc(=O)[nH]n2)s1)c1cccs1 (stereo not given) the results were SIRT5 block 0, S100A4 MyoIIA 12, FN deposit inh 7, CASP6 VEID inh 4, LGR2 antag -12, esBAF inh -2 and C2C12 statin 26.
For COc1ccc(Br)cc1CN(C)C(=O)c1ccc2c(c1)NC(=O)C(C)S2 (stereo not given) the results were SIRT5 block 0, S100A4 MyoIIA -4, FN deposit inh -1, CASP6 VEID inh 3 and LGR2 antag 4.
For O=C(OCCN1C(=O)c2ccccc2C1=O)c1ccc(S(=O)(=O)N2CCCCCC2)cc1 the results were FN deposit inh -2, esBAF inh 6 and C2C12 statin -6.
For COc1ccc(-c2c[n+](CC(=O)N3c4ccccc4Sc4ccccc43)c3n2CCC3)cc1 the results were SIRT5 block -4, S100A4 MyoIIA 0, FN deposit inh 7, CASP6 VEID inh 5 and LGR2 antag 2.
For COCC(=O)Nc1ccc2c(c1)C(=O)N(C)[C@@H]1CC[C@@H](CC(=O)Nc3cn(C)nc3C)O[C@H]1CO2 the results were FN deposit inh -13, LGR2 antag -13, esBAF inh 0 and C2C12 statin 17.

(continued)
Cc1ccccc1C(=O)N1CCC(C(=O)Nc2ccc(S(=O)(=O)N3C(C)CCCC3C)cc2)CC1 (stereo not given) was read as SIRT5 block 6, S100A4 MyoIIA -2, FN deposit inh 1, CASP6 VEID inh -1, LGR2 antag -13, esBAF inh 13 and C2C12 statin -22.
Screening CCn1c2ccccc2c2cc(N=C3SC(CC(=O)Nc4ccccc4OC)C(=O)N3CCOC)ccc21 (stereo not given) returned FN deposit inh 0, LGR2 antag 11, esBAF inh 3 and C2C12 statin -15.
N#Cc1ccc(OCC(=O)NCCc2ccccn2)cc1 was read as LGR2 antag 6, esBAF inh -7 and C2C12 statin -2.
For CCOc1ccccc1NC(=O)CSc1nnc(CNC(=O)c2ccccc2F)o1 the results were SIRT5 block 3, S100A4 MyoIIA -3, FN deposit inh -4, CASP6 VEID inh 5, LGR2 antag 11, esBAF inh -3 and C2C12 statin 5.
Screening COc1ccc(NC(=O)N[C@@H]2CC[C@@H](CCNC(=O)c3cc(Cl)cc(Cl)c3)O[C@@H]2CO)cc1 returned SIRT5 block -1, S100A4 MyoIIA -32, CASP6 VEID inh -1, LGR2 antag 1, esBAF inh 2 and C2C12 statin 5.
C[C@H]1CN([C@@H](C)CO)C(=O)c2cc(NC(=O)Cc3cn(C)c4ccccc34)ccc2O[C@H]1CN(C)C(=O)NC1CCCCC1 was read as SIRT5 block 3, S100A4 MyoIIA -1, FN deposit inh -3, CASP6 VEID inh -2, LGR2 antag -4, esBAF inh 8 and C2C12 statin 12.
For O=S(=O)(O)c1cc(O)c2cc(Nc3ccccc3)ccc2c1 the results were S100A4 MyoIIA 5, FN deposit inh -1, CASP6 VEID inh 80*, LGR2 antag 2, esBAF inh 8 and C2C12 statin 7.
Screening CN(C[C@@H]1[C@H](c2ccccc2)[C@H](CO)N1Cc1ccccn1)S(C)(=O)=O returned SIRT5 block 6, S100A4 MyoIIA -4, FN deposit inh -4, CASP6 VEID inh 7, LGR2 antag 7, esBAF inh -1 and C2C12 statin 6.
Screening O=C(COC(=O)C1CCC(=O)N1)Nc1ccccc1OC(F)F (stereo not given) returned SIRT5 block -3, S100A4 MyoIIA 1, FN deposit inh -27, CASP6 VEID inh 1, LGR2 antag 2, esBAF inh -1 and C2C12 statin 3.
Screening Cc1oc(-c2ccccc2F)nc1CSCC(=O)NC1CC1 returned SIRT5 block -6, S100A4 MyoIIA 0, FN deposit inh -1, CASP6 VEID inh 3 and LGR2 antag -9.
`CCOC(=O)N1CCN(C(=O)COC(=O)CSc2cc(C)c(Br)cc2C)CC1` gave SIRT5 block 6, S100A4 MyoIIA -2, FN deposit inh 6, CASP6 VEID inh 3 and LGR2 antag -8.
Screening Oc1ccc(N=Nc2ccccc2C(F)(F)F)c2cccnc12 returned SIRT5 block -2, S100A4 MyoIIA -18, FN deposit inh 8, CASP6 VEID inh 0, LGR2 antag 46, esBAF inh -64 and C2C12 statin -16.
For COC(=O)C(Cc1ccc(O)cc1)NC(=O)CCc1nc2ccccc2s1 (stereo not given) the results were SIRT5 block -2, S100A4 MyoIIA 1, FN deposit inh -1, CASP6 VEID inh 2, LGR2 antag 17, esBAF inh -5 and C2C12 statin -10.
Cc1n[nH]c(=O)nc1NCC1CCCO1 (stereo not given) was read as FN deposit inh 1, esBAF inh 4 and C2C12 statin 7.

An excerpt. The share of hits here may be higher or lower than overall.
